Screening data (PubChem)
HCV NS3 hel inh: inhibitors of Hepatitis C virus NS3 helicase; NS3 helicase DNA unwinding, Cy5 molecular beacon fluorescence; 290,000 compounds, 0.56% hits; inhibition, % at 10.9 µM; AID 1800;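 active = inhibition above the mean of all tested compounds plus 3 SD, set per campaign, cut at about 35% in these data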;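 note: 0% = DMSO wells and 100% = thioflavine S control wells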
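Assay system – hepatitis C virus NS3 helicase domain fragment enzyme · Buffer or medium – MOPS pH 6.5, MgCl2, DTT, Tween20, BSA · Reagent – Cy5/quencher beacon DNA duplex and ATP to start · Compound – single 10.9 µM dose · Timing – 1 h at 25 °C · Technique – Cy5 beacon fluorescence read at start and 1 h · Measure – % inhibition of unwinding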
VIM-2 inh: blocks Pseudomonas aeruginosa VIM-2 metallo-beta-lactamase. inhibition, % at 5.6 µM. AID 1527. purified VIM-2, nitrocefin hydrolysis, epi-absorbance fluorescence. 290,000 compounds, 0.89% hits;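 active = inhibition above the mean of all tested compounds plus 3 SD, cutoff set per screening run, cut at about 7.5% in these data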;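 note: red hydrolysis product quenches plate fluorescence so inhibitors raise well fluorescence; 0% = enzyme with DMSO and 100% = DMSO without enzyme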
UBC9 SUMO inh: SUMOylation inhibition. HTRF SUMOylation assay, SAE1/SAE2 + UBC9, in vitro. inhibition, % at 35 µM. 290,000 compounds, 0.36% hits; in the data active = inhibition above about 50%, passing the limit was not always enough; note: strong numbers were not always called active
Target sequence (P63279 whole entry, looked up): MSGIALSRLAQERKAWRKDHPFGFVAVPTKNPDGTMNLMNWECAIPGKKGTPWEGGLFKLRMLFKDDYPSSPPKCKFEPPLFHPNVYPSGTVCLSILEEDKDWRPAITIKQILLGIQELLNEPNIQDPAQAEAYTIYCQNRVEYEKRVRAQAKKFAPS
MEKK2 mut-MEK5: signal of MEK5 binding to mutant human MEKK2 PB1 domain. bead flow cytometry, Alexa488-MEK5 binding to MEKK2 mutant. percent response, % at 10 µM. 290,000 compounds, 0.35% hits. AID 1530; in the data active = percent response above about 24%, passing the limit was not always enough; note: inactives centre near 1; some results filed as inactive read as strong as hits; reference of the scale not given here
NALP1 yeast inh: NALP1 inhibition; S. cerevisiae NALP1/ASC/caspase-1 growth, X-gal OD620, 72 h; inhibition, % at 10 µM; 280,000 compounds, 0.61% hits; in the data active = inhibition mostly above about 24%, no sharp cut-off; inactive = mostly below about 32%; note: some compounds called inactive have numbers as strong as hits
MEKK2wt PB1 HTS: raises or lowers MEK5 binding to wildtype human MEKK2 PB1 domain; Q9Y2U5; bead flow cytometry, Alexa488-MEK5 binding to MEKK2 WT; actives lie on both sides; binding response (% of control), % at 10 µM; 290,000 compounds, 1.1% hits; AID 1531; in the data active = binding response below about 67% or above about 130%
DNA FID counter: counter-screen for HCV NS3 helicase inhibitors: DNA intercalator displacement; AID 1845; 290,000 compounds, 0.17% hits; DNA fluorescent intercalator displacement, fluorescence; inhibition, % at 7.9 µM; in the data active = inhibition above about 37%;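 note: 0% = vehicle and 100% = reference compound; higher means more ethidium bromide displaced from hairpin DNA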
IMP-1 inh: inhibitors of Pseudomonas aeruginosa IMP-1 metallo-beta-lactamase; 290,000 compounds, 0.45% hits; inhibition, % at 5.6 µM; purified IMP-1, nitrocefin hydrolysis, epi-absorbance fluorescence;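 active = inhibition above the mean plus 3 SD of all compounds in the same screening run, cut at about 4.5% in these data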;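 note: 0% = IMP-1 with DMSO and 100% = DMSO wells lacking enzyme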
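system = purified recombinant IMP-1 beta-lactamase | amount = 0.2 nM IMP-1, as dispensed | medium = HEPES buffer pH 7.1 with ZnSO4 and Brij 35 | times = 25 °C, 15 min preincubation, 25 min reaction | detection = plate fluorescence quenching by hydrolysis product, ex 480/em 530 nm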
PfM18AAP inh: PfM18AAP enzyme inhibition; recombinant PfM18AAP, H-Glu-NHMec fluorogenic cleavage; inhibition, % at 7.35 µM; 290,000 compounds, 1.2% hits; AID 1822;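 active = inhibition above the campaign mean inhibition over all tested compounds plus 3 SD, cut at about 28% in these data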;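 note: 0% = plate median of test compound wells and 100% = 2 mM ZnCl2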
* = called active by the depositor; / = not tested or not shown.

SMILES	HCV NS3 hel inh	VIM-2 inh	UBC9 SUMO inh	MEKK2 mut-MEK5	NALP1 yeast inh	MEKK2wt PB1 HTS	DNA FID counter	IMP-1 inh	PfM18AAP inh
CC(C(=O)N1CCc2ccccc21)N1CCN(Cc2ccccc2)CC1 (centres undefined)	-7	1.1	11	9	9	109	2	-0.4	-16
CC(C)C[C@@H]1NC(=O)[C@H](Cc2ccccc2)N(C)C(=O)[C@H](C)NC(=O)c2ccccc2NC(=O)[C@H](Cc2ccc(O)cc2)N(C)C1=O	/	/	-35	2	4	94	/	/	/
Cc1ccc([N+](=O)[O-])cc1N(CC(=O)NCC1CCCO1)S(C)(=O)=O (centres undefined)	18	-0.3	24	-3	14	103	0	2.0	-1
CCCCOC(=O)C1=C(N)N2C(=O)C(C)SC2=C(C(=O)OCC)C1c1ccc(O)c(OC)c1 (centres undefined)	28	-0.1	-8	-15	14	71	-44	-0.8	12
CC1(C)Cc2ccccc2C(NN=C2CCCC2)=N1	-8	-3.5	-1	-3	6	99	-6	-3.2	2
O=C(Nc1sc2c(c1C(=O)NC1CC1)CCCCCC2)c1ccco1	-3	0.4	32	8	16	99	-9	-4.1	-8
NC(=NC(=O)c1ccccc1)C1=C(O)CCC1=O	4	-2.5	24	13	25	103	-5	-2.8	-2
CC1=C(C#N)C(NC(=O)c2ccco2)(C(F)(F)F)C(=O)N1 (centres undefined)	0	-1.6	27	-7	14	90	3	-4.2	-10
O=C(CN1CCC2(CC1)OCCO2)c1c[nH]c2ccccc12	4	-5.1	15	-2	24	98	5	-3.4	-3
CC1=CC(C)C(C(=O)O)C(C(=O)Nc2cccnc2)C1 (centres undefined)	-6	-2.4	6	-1	5	98	0	0.5	-3

Compound profiles (already shown):
`CC1=C(C#N)C(NC(=O)c2ccco2)(C(F)(F)F)C(=O)N1` (centres undefined) in the list: HCV NS3 hel inh: 0; VIM-2 inh: -1.6; UBC9 SUMO inh: 27; MEKK2 mut-MEK5: -7; NALP1 yeast inh: 14; MEKK2wt PB1 HTS: 90; DNA FID counter: 3; IMP-1 inh: -4.2; PfM18AAP inh: -10
`O=C(CN1CCC2(CC1)OCCO2)c1c[nH]c2ccccc12` in the list: HCV NS3 hel inh: 4; VIM-2 inh: -5.1; UBC9 SUMO inh: 15; MEKK2 mut-MEK5: -2; NALP1 yeast inh: 24; MEKK2wt PB1 HTS: 98; DNA FID counter: 5; IMP-1 inh: -3.4; PfM18AAP inh: -3

(list continues)
SMILES	HCV NS3 hel inh	VIM-2 inh	UBC9 SUMO inh	MEKK2 mut-MEK5	NALP1 yeast inh	MEKK2wt PB1 HTS	DNA FID counter	IMP-1 inh	PfM18AAP inh
COCCCNc1nc2c(-c3cccc(C)c3)nnn2c2ccc(Cl)cc12	-3	-1.3	10	2	10	104	-19	1.8	-8
CCOC(=O)c1ccccc1NC(=O)CN(c1ccccc1OC)S(C)(=O)=O	0	-3.3	11	-6	5	96	0	0.1	0
Cc1ccc(C(=O)Nc2ccc3c(c2)OCO3)cc1Cl	-2	-4.1	2	6	14	108	-6	-2.5	-13
COc1ccccc1N(Cc1cc(=O)[nH]c2ccccc12)C(C)=O	15	-1.6	-16	2	13	103	-11	-2.4	0
Cc1ccccc1NC(=O)CSc1nc2ccccc2c(=O)n1C	-3	-1.6	2	5	22	107	-12	-4.1	-9
CC1=CC(C)(C)N(C(=O)C(C)N2C(=O)c3ccccc3C2=O)c2c(C)cc(C)cc21 (centres undefined)	-2	-4.0	6	/	-25	/	-7	-2.8	2
CCC(C)NC(=S)Nc1ccccc1OC (centres undefined)	-9	0.6	-13	-1	14	99	-8	-4.2	11
CCOC(=O)c1c(C)nc(C)c(C(=O)OCC)c1-c1cccnc1	-1	-2.0	10	12	8	98	-15	-2.9	1
CC(=O)c1cc2c(cc1NC(=O)Cn1nc(-c3ccc(C)cc3)ccc1=O)OCO2	-7	-4.7	-14	1	7	94	-33	-4.2	5
COc1ccc(F)cc1S(=O)(=O)NC1CCCCCC1	-3	-4.0	-13	/	3	/	-16	-2.2	1
CCOc1ccccc1NC(=O)c1ccc(OCC)c([N+](=O)[O-])c1	-7	-1.6	8	-2	16	101	0	-1.6	-3
N#CC1=C(N)Oc2c(ccc3ccccc23)C1c1ccsc1 (centres undefined)	14	0.6	6	/	-7	/	0	1.3	6
COc1ccc(NC(=O)CN(Cc2ccccc2)S(C)(=O)=O)cc1	-2	-2.8	-8	6	-4	105	-5	-4.7	-2
COc1cc(C)cc(C(=O)O)c1C1=C(O)c2cccc(O)c2C(=O)C1=O	/	/	-5	7	-9	111	/	/	/
Cn1c(CO)cnc1SCc1ccc(Cl)cc1	0	-0.9	21	1	-2	95	-1	-1.8	1
O=C(NC(=S)NNC(=O)c1ccco1)c1ccccc1	2	-2.4	-32	6	6	110	-10	-3.2	9
CCn1c(-c2cccc(Br)c2)n[nH]c1=S	-5	-5.1	-1	19	-7	107	-5	-3.4	20
CCOC(=O)N1CCC(NS(=O)(=O)c2cc3c(cc2C)NC(=O)CO3)CC1	-5	-2.1	18	2	11	97	-3	-2.4	0
N#Cc1c(N2CCCCC2)nc(N)c2c(N)nc3c(c12)CC(c1ccccc1)O3 (centres undefined)	-12	-1.8	14	0	11	99	-6	-0.6	8
COc1ccc(Cl)cc1NC(=O)COC(C)=O	10	1.1	9	-6	7	95	-3	1.6	-11
O=C(NCCc1c[nH]c2ccccc12)/C(=C\c1ccco1)NC(=O)c1ccco1	5	-2.8	20	-2	20	100	-6	-1.8	-5
CSc1nc(N)cc(=O)[nH]1	-1	-3.2	15	8	0	107	-8	-1.2	3
COc1ccccc1N1CCN(C(=O)c2ccc(N3CCCC3=O)cc2)CC1	-2	0.5	32	13	29	110	-23	-0.1	3
O=C(Cc1csc(Nc2nc(=S)[nH]c3ccccc23)n1)N1CCN(c2cccc(C(F)(F)F)c2)CC1	10	-4.5	-9	-12	25	80	-4	-3.3	14
Cc1ccc(C(=O)Nc2cc(-c3ccn[nH]3)c(C)n(N)c2=O)cc1	-9	-0.5	7	-6	-23	98	-19	-1.4	0
O=C1CSC(=Nc2ccc(Cl)cc2)N1	11	-1.4	6	4	/	105	1	-0.2	-1
CCC(C(=O)NCCCN1CCN(CCCNC(=O)C(CC)c2ccccc2)CC1)c1ccccc1 (centres undefined)	-4	0.9	4	8	25	125	17	0.3	-14
Cc1ccsc1/C=N/NC(=O)c1nnn(-c2nonc2N)c1CSc1ccccc1	10	-1.5	2	-8	18	94	-12	-2.2	7
Cc1ccc2c(c1)c1nnc(SCC(=O)NC3CC3)nc1n2C	0	17*	-1	5	17	105	-14	-2.6	0
CC(C)(C)CN1CCN(Cc2cc3ccccc3[nH]2)CC1CCO (centres undefined)	-1	-2.0	-2	5	-27	108	5	-1.6	2
CN(C(=O)COC(=O)c1cc(Br)c(Br)s1)C1CCS(=O)(=O)C1 (centres undefined)	-1	0.5	10	1	22	109	-5	-4.6	3
CC(=O)N1N=C(c2ccccc2)CC1c1cn(C)c2ccccc12 (centres undefined)	5	-3.5	8	3	29	113	-22	-5.4	1
CC1(C)C2CCC1(C)C(OCC[N+](C)(C)CC(=O)OC1CCCCC1)C2 (centres undefined)	-67	-1.7	3	1	17	116	17	-4.8	0
C=CCOc1ccc2oc(=O)cc(C)c2c1	7	-2.1	16	-3	23	92	-7	0.0	-3
CN(Cc1ccccn1)Cc1nc(Cc2ccccc2Cl)no1	-14	-1.0	4	-11	-16	92	-11	-3.0	-4
CCOCc1c(C(=O)NC2CCCCCC2)oc2ccccc12	11	0.8	0	-6	5	96	-18	-2.9	0
CCc1ccc(OCC(=O)Nc2ccc3c(c2)OCCO3)cc1	-3	0.2	-4	-1	12	100	-24	-1.7	-7
CC(NCC(=O)Nc1cc(Cl)cc(Cl)c1)c1ccccc1 (centres undefined)	-79	-2.9	6	4	12	100	17	-3.0	0
COc1ccc(C(=O)Cc2cc(OC)c(OC)cc2[N+](=O)[O-])c(OC)c1	8	0.9	-4	4	16	104	-1	-1.7	1
Nc1nonc1-n1nnc(C(=O)N/N=C/c2ccco2)c1-c1ccccc1	5	-5.1	9	5	8	99	-17	-5.9	4
CC(=O)NC(Cc1c[nH]c2ccccc12)C(=O)NCCc1ccccc1 (centres undefined)	4	-0.8	9	2	10	107	-5	-3.4	4
O=C(CCCC(=O)OCC(F)(F)C(F)F)Nc1ccc(NC(=O)CCCC(=O)OCC(F)(F)C(F)F)cc1	-7	-4.4	-10	3	5	106	-3	-2.6	-13
Cc1ccccc1NCc1nnc2n1CCCCC2	0	-2.6	-7	-1	4	101	-5	-5.5	4
COc1cccc(/C=C/C(=O)OCC(=O)Nc2cccc(S(=O)(=O)N(C)C)c2)c1	-7	1.3	9	-10	-4	84	-17	-0.3	-4
COc1cc(/C=C(\C#N)C(=O)Nc2cccc(C(=O)O)c2)ccc1OCc1ccc(F)cc1	-10	-1.1	12	-4	22	92	8	1.0	-9
Nc1nnnn1/N=C/c1cccs1	0	-3.1	13	5	-2	108	4	-3.2	-7
COc1cc(CNCCc2ccc(S(N)(=O)=O)cc2)ccc1OCC(=O)N1CCCCC1	-2	-4.2	-6	2	12	97	3	0.1	-4
N#C/C(=C\c1ccc(C(=O)O)cc1)c1ccccn1	3	1.9	19	-10	-4	87	-3	-1.6	-6
c1csc(-c2csc3nc(CN4CCOCC4)nc(NCc4ccc5c(c4)OCO5)c23)c1	-42	6.9	15	-1	-9	111	-2	-5.5	-6
Cc1cc2sc3nc(=O)n(-c4ccccc4)c(=O)n3c2cc1C	2	-0.3	3	2	/	108	-16	-2.6	5
The listing continues.
SMILES	HCV NS3 hel inh	VIM-2 inh	UBC9 SUMO inh	MEKK2 mut-MEK5	NALP1 yeast inh	MEKK2wt PB1 HTS	DNA FID counter	IMP-1 inh	PfM18AAP inh
COc1ccc(C(=O)NNC(=O)C(=O)NC2CCCCC2)cc1	-3	-5.2	5	10	-10	106	-4	-8.9	5
CNC(=O)C(=O)Nc1c(C)cc(C)cc1C	-6	2.0	-6	1	18	111	0	-2.1	-3
CC(C)(C)OC(=O)NCCCCCC(=O)N/N=C/c1coc2ccccc2c1=O	2	-3.2	15	1	8	98	-10	-0.8	13
CN(C)CCCN(C(=O)c1ccc(S(=O)(=O)N2CCc3ccccc32)cc1)c1nc2c(Cl)cccc2s1	-78	-1.6	-7	58*	3	257*	16	-2.2	3
CC(=O)Nc1ccc(S(=O)(=O)NNC(=O)c2ccc(C)cc2)cc1	-1	-2.2	-1	2	8	104	-1	-2.0	0
CC(C)[C@H](NC(=O)N1CCn2c1nc1ccccc12)C(=O)NCCc1ccccc1	5	-4.5	-4	3	-10	97	-50	-4.0	3
Cc1nn(Cc2ccccc2Cl)c(C)c1NC(=O)Cn1nc([N+](=O)[O-])c(Cl)c1C	7	0.0	-1	8	24	107	0	-2.0	-5
CCc1cc2cc(C)c(C)cc2nc1SCC(=O)NNC(=O)c1ccco1	-2	-0.8	27	3	8	102	-7	-2.4	1
CC(C)C(NC(=O)c1ccccc1F)C(=O)NCCc1ccccn1 (centres undefined)	1	-0.6	-11	-1	13	99	4	-4.7	4
O=C(NCCc1ccccc1)C1=CCN(S(=O)(=O)c2ccccc2)CC1	-2	-5.3	/	-10	3	96	-24	-0.3	-1
